# CR mimetic SO = lowers age-related superoxide in aged yeast cells; hit rate 0.18% among 330,000; AID 2690; S. cerevisiae aged cells, superoxide DHE fluorescence; stronger effect = lower value; superoxide response (% of plate mean), % at 10 µM;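 active = superoxide response under a set limit, about three screen SD below normal, cut at about 65% in these data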;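 note: yeast aged for seven days with compound at 30 °C before DHE staining; 100% = average MFI of all compound-treated wells on the plate with controls excluded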
# CIT2-GFP yeast = modulators of TOR pathway CIT2-GFP in S. cerevisiae. GFP response vs DMSO, % at 10 µM. S. cerevisiae CIT2-GFP strain, flow cytometry, 3 h; 100 means same as DMSO wells. hit rate 0.065% among 320,000. AID 2029;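 active = GFP response relative to DMSO above a set limit, near the screen mean plus 3 SD, cut at about 150% in these data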;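 note: ratio of well median GFP fluorescence to mean of DMSO wells on the plate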
# GRK2 inh = inhibitors of human GRK2 displacing RNA aptamer; bead flow cytometry, FAM-aptamer displacement from GRK2; hit rate 0.59% among 330,000; P25098; AID 488847; inhibition of aptamer binding, % at 10 µM;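 active = inhibition of aptamer binding above 40%, roughly 3 SD of noise, on plates passing a quality check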;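 note: median bead fluorescence of bound FAM aptamer so fluorescent compounds give negative values; no value below 0 was filed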
# Target sequence (P25098 whole entry, looked up): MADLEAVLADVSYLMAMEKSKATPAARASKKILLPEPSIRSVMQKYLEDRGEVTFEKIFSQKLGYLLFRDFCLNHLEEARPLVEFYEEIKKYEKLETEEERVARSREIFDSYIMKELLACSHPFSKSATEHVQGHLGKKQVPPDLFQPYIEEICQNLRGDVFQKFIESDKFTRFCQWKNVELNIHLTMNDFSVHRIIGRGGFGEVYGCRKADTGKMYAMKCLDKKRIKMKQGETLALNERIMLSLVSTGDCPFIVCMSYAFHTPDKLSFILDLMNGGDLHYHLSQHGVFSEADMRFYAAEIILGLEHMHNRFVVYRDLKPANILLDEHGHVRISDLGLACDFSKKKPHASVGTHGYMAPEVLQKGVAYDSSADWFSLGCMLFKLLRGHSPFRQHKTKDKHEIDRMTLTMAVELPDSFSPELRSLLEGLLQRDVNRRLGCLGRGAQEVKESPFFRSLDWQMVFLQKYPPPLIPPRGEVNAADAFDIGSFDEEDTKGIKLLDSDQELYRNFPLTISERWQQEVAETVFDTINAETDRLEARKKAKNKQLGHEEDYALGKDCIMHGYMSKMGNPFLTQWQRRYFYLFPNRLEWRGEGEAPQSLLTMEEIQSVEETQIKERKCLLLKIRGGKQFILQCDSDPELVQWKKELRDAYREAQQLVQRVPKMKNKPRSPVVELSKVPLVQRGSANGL
# VLA-4 inh = inhibition in a human VLA-4 binding assay; P13612; AID 2557; hit rate 0.2% among 330,000; inhibition, % (about 7 µM as worked out from the volumes in the protocol); VLA-4 expressing cells, ligand binding flow cytometry; in the data active = inhibition above about 50%
# LAP4 TOR yeast = modulators of TOR pathway LAP4-GFP in S. cerevisiae. hit rate 0.34% among 320,000. GFP response vs DMSO, % at 10 µM. S. cerevisiae LAP4-GFP multiplex, flow cytometry GFP, 3 h; median GFP as percent of DMSO wells;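 active = GFP response vs DMSO above a set limit, about the screen mean plus 3 SD, cut at about 150% in these data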
# RPL19A-GFP yeast = yeast TOR pathway RPL19A-GFP modulation; AID 2025; percent response vs DMSO, % at 10 µM; S. cerevisiae RPL19A-GFP strain, flow cytometry, 3 h; stronger effect = lower value; hit rate 0.3% among 330,000;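 active = percent response vs DMSO below 50%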;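 note: median channel GFP fluorescence of the barcoded RPL19A-GFP strain; ratio of sample median GFP to plate DMSO average so 100% = DMSO; lower means less RPL19A-GFP as with rapamycin TOR inhibition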
# AGP1-GFP MLPCN = yeast TOR pathway AGP1-GFP modulation; S. cerevisiae AGP1-GFP multiplex flow cytometry, 3 h; GFP as percent of DMSO wells; GFP response vs DMSO, % at 10 µM; hit rate 0.02% among 320,000; AID 2066;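 active = GFP response relative to DMSO above a set limit, near screen average plus 3 SD, cut at about 150% in these data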;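 note: median GFP channel fluorescence of the gated AGP1 strain per well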
# MEP2 TOR yeast = modulators of TOR pathway MEP2-GFP in S. cerevisiae | S. cerevisiae MEP2-GFP strain, flow cytometry GFP, 3 h; 100% = DMSO control level | GFP response vs DMSO, % at 10 µM | hit rate 0.51% among 330,000 | AID 2016;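 active = GFP response versus DMSO above a set limit, roughly screen mean plus 3 SD, cut at about 180% in these data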;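 note: median GFP fluorescence of the barcode-gated MEP2-GFP cells per well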
# * = called active by the depositor; · = no result given.
SMILES,CR mimetic SO,CIT2-GFP yeast,GRK2 inh,VLA-4 inh,LAP4 TOR yeast,RPL19A-GFP yeast,AGP1-GFP MLPCN,MEP2 TOR yeast
CC(=O)c1cccc(-n2c(CCC(=O)O)ccc2-c2cccs2)c1,95,72,0,-5,85,115,79,90
CC(C)c1ccccc1NC(=O)COC(=O)c1ccc(Cl)c(S(=O)(=O)N2CCCCCC2)c1,103,100,0,12,102,101,103,104
Cc1cccc(OCC(O)CN2CCNCC2)c1 (stereo unspecified),96,99,0,0,88,102,97,104
CCOC(=O)C1CCN(S(=O)(=O)c2cc3c(cc2C)NC(=O)CO3)CC1,113,94,4,-5,92,99,96,92
COc1cc2c(cc1OC)-c1nnc(-c3ccco3)n1C1(CCCC1)C2,101,97,1,-1,89,95,91,95
Cc1nc(-c2ccccc2)sc1C(=O)NN,103,83,0,3,107,95,88,87
CC1CCCCC1NC(=O)COC(=O)c1ccc2c(c1Cl)C(=O)c1ccccc1C2=O (stereo unspecified),178,108,3,5,92,107,102,105
Cc1cc(C)n(C(=O)c2c([N+](=O)[O-])cnn2C)n1,66,104,0,-4,100,99,102,99
CCCCCCSc1cc(-c2nc3ccc(C)cn3c2NCc2ccccc2)ccc1OC,83,84,0,-48,96,94,88,89
Cc1cccc(C(=O)OCc2cc(=O)oc3c(C)c(C)ccc23)c1O,103,111,0,3,86,104,101,95
Cc1ccccc1-c1nsc(SCC(=O)NCc2ccc3c(c2)OCO3)n1,108,94,0,1,98,99,97,100
COc1cc(NC(=O)CSc2ncccc2C(=O)OC(C)C)cc(OC)c1,121,102,0,-3,114,97,·,102
O=C(CNC(=O)c1ccco1)N=Nc1c(O)[nH]c2ccc([N+](=O)[O-])cc12,107,111,2,-8,107,107,110,103
Cc1ccc2nc(NC(=O)c3ccc(S(=O)(=O)N4CCCc5ccccc54)cc3)sc2c1,105,98,0,11,94,99,103,95
c1ccc(OCCn2c(-c3ccco3)nc3ccccc32)cc1,95,61,0,-36,98,111,77,87
O=C(N/N=C/c1ccncc1)c1ccc(NC(=O)c2ccc(Cl)cc2)cc1,78,100,0,-10,99,97,96,99
CC(C)Cc1cc(C(=O)NCc2cccs2)no1,79,92,5,7,111,95,97,102
CC(=O)c1nc(N2C(=O)CC(Cc3ccccc3)C2=O)sc1C (stereo unspecified),101,113,0,0,107,107,110,112
COc1cccc(CNC(=O)Cn2c(=O)n(CCC(=O)N3CCCCC3)c(=O)c3sccc32)c1,94,104,0,12,94,99,100,96
CCCCCCn1c(CN2CCN(C(=O)c3ccco3)CC2)nc2c1c(=O)n(C)c(=O)n2C,84,99,1,6,116,98,105,105
CC(C)(C)NC(=O)CN(CCN1CCOCC1)C(=O)CNS(=O)(=O)c1ccccc1,88,102,3,3,96,103,102,103
CCN1c2ccccc2-c2nc3ccccc3n2C1c1ccco1 (stereo unspecified),89,105,0,16,108,104,101,97
CC(C)NC(=O)CC1C(=O)NCCN1CC(c1ccccc1)c1ccccc1 (stereo unspecified),104,92,1,12,98,99,89,99
Cc1cc(C(F)(F)F)n2nc(-c3sccc3-n3cccc3)cc2n1,80,103,3,-5,98,102,108,98
COc1ccc(C(=O)NC2CCCCCC2)cc1S(=O)(=O)N1CCOCC1,98,105,0,-1,97,98,100,100
Cc1c(C(=O)OC(C)C)[nH]c2c1C(=O)CCC2,85,107,0,12,111,107,105,110
CCCc1nc2c(=O)n(C)c(=O)[nH]c2n1C,99,112,0,13,95,102,106,100
CC(=O)c1ccc2noc(-c3ccc(F)cc3)c2c1,99,97,25,-2,133,88,77,112
O=c1c2ccccc2oc2nc(C3CCCCC3)n(Cc3ccco3)c(=O)c12,113,98,2,-12,102,106,102,113
CCOC(=O)C1CCN(C(=O)c2cccc(Cl)c2)CC1,74,99,2,-16,98,97,99,105
CCOc1ccc(C(=O)c2cc3ccc(O)cc3oc2=O)cc1,87,101,4,-2,104,96,103,99
COc1ccc(/C=C/c2nc3sc4c(c3c(=O)o2)CCC4)cc1,96,120,0,11,125,109,102,117
O=C(Cc1nnc(NC(=O)Nc2ccccc2)s1)Nc1ccccc1,99,101,0,12,114,99,105,101
OC(CN1CCCCC1)Cn1c(C(F)(F)F)nc2ccccc21 (stereo unspecified),103,104,0,-7,101,99,102,104
CCNC(=O)n1nccc1C(C)Oc1ccc(Cl)cc1 (stereo unspecified),108,85,0,-2,95,94,91,94
O=C(NCCc1ccccc1)c1c(F)cccc1F,96,90,0,-6,103,97,103,104
CCCc1nnc(NC(=O)CSc2nnc(-c3ccco3)n2C)s1,112,103,2,0,97,103,94,108
COc1ccc(S(=O)(=O)N2CCCCCC2)cc1C(=O)NCCc1ccc(F)cc1,72,96,5,16,99,97,97,106
COc1ccc(CC(NC(C)=O)C(=O)NC2CCN(S(=O)(=O)c3ccc(NC(C)=O)cc3)CC2)c(OC)c1 (stereo unspecified),97,96,0,11,88,94,94,101
CCOC(=O)c1cnc2c(c(C)nn2CC)c1NCCN1CCOCC1,108,111,0,-7,106,96,107,98

# Rewritten tab-delimited: 16 of the compounds above.
smiles	CR mimetic SO	CIT2-GFP yeast	GRK2 inh	VLA-4 inh	LAP4 TOR yeast	RPL19A-GFP yeast	AGP1-GFP MLPCN	MEP2 TOR yeast
COc1ccc(C(=O)NC2CCCCCC2)cc1S(=O)(=O)N1CCOCC1	98	105	0	-1	97	98	100	100
Cc1c(C(=O)OC(C)C)[nH]c2c1C(=O)CCC2	85	107	0	12	111	107	105	110
CCCc1nc2c(=O)n(C)c(=O)[nH]c2n1C	99	112	0	13	95	102	106	100
CC(=O)c1ccc2noc(-c3ccc(F)cc3)c2c1	99	97	25	-2	133	88	77	112
O=c1c2ccccc2oc2nc(C3CCCCC3)n(Cc3ccco3)c(=O)c12	113	98	2	-12	102	106	102	113
CCOC(=O)C1CCN(C(=O)c2cccc(Cl)c2)CC1	74	99	2	-16	98	97	99	105
CCOc1ccc(C(=O)c2cc3ccc(O)cc3oc2=O)cc1	87	101	4	-2	104	96	103	99
COc1ccc(/C=C/c2nc3sc4c(c3c(=O)o2)CCC4)cc1	96	120	0	11	125	109	102	117
O=C(Cc1nnc(NC(=O)Nc2ccccc2)s1)Nc1ccccc1	99	101	0	12	114	99	105	101
OC(CN1CCCCC1)Cn1c(C(F)(F)F)nc2ccccc21 (stereo unspecified)	103	104	0	-7	101	99	102	104
CCNC(=O)n1nccc1C(C)Oc1ccc(Cl)cc1 (stereo unspecified)	108	85	0	-2	95	94	91	94
O=C(NCCc1ccccc1)c1c(F)cccc1F	96	90	0	-6	103	97	103	104
CCCc1nnc(NC(=O)CSc2nnc(-c3ccco3)n2C)s1	112	103	2	0	97	103	94	108
COc1ccc(S(=O)(=O)N2CCCCCC2)cc1C(=O)NCCc1ccc(F)cc1	72	96	5	16	99	97	97	106
COc1ccc(CC(NC(C)=O)C(=O)NC2CCN(S(=O)(=O)c3ccc(NC(C)=O)cc3)CC2)c(OC)c1 (stereo unspecified)	97	96	0	11	88	94	94	101
CCOC(=O)c1cnc2c(c(C)nn2CC)c1NCCN1CCOCC1	108	111	0	-7	106	96	107	98

# The list goes on:
SMILES,CR mimetic SO,CIT2-GFP yeast,GRK2 inh,VLA-4 inh,LAP4 TOR yeast,RPL19A-GFP yeast,AGP1-GFP MLPCN,MEP2 TOR yeast
Cn1c(-c2sc(=S)n(-c3ccccc3)c2N)nc2ccccc21,108,94,0,-6,99,96,94,99
Cc1ccc(CNC(=O)CCS(=O)(=O)c2ccc3c(c2)NC(=O)CS3)cc1,106,117,2,-1,125,115,120,109
COc1ccc(S(=O)(=O)N2CCN(CC(=O)Nc3ccc(F)c(F)c3)CC2)cc1,96,105,0,-4,101,102,108,113
O=C(c1ccccn1)N(Cc1ccco1)C1(C(=O)NC2CCCC2)CCCCC1,99,96,2,0,100,101,102,92
O=C(O)/C=C/c1ccc(OCCCF)cc1,86,102,0,-8,97,94,96,102
CSc1nc(Cl)c(C#N)c(-c2ccc(C)cc2)n1,105,100,4,-3,98,97,102,100
Oc1ccccc1C=NC(c1ccccc1)C(O)c1ccccc1 (stereo unspecified),103,98,3,2,98,101,103,106
O=C(N/N=C/c1ccc(OCc2ccccc2)cc1)c1ccc(O)cc1,105,93,0,6,105,100,103,106
Cc1cccc(NC(=O)C2CCN(S(C)(=O)=O)CC2)c1C,99,101,0,8,101,101,101,104
c1ccc(Cn2nnnc2-c2ccco2)cc1,124,88,3,1,87,90,82,92

# Exported with values under each structure: entries from further up
# The line under a structure holds: CR mimetic SO, CIT2-GFP yeast, GRK2 inh, VLA-4 inh, LAP4 TOR yeast, RPL19A-GFP yeast, AGP1-GFP MLPCN, MEP2 TOR yeast
Cc1cccc(NC(=O)C2CCN(S(C)(=O)=O)CC2)c1C
  99, 101, 0, 8, 101, 101, 101, 104
c1ccc(Cn2nnnc2-c2ccco2)cc1
  124, 88, 3, 1, 87, 90, 82, 92

# Remaining list, next part.
SMILES,CR mimetic SO,CIT2-GFP yeast,GRK2 inh,VLA-4 inh,LAP4 TOR yeast,RPL19A-GFP yeast,AGP1-GFP MLPCN,MEP2 TOR yeast
Cc1ccccc1C(=O)NCCNC(=O)c1ccccn1,94,109,6,-1,96,101,102,106
CC(C)c1ccccc1OS(N)(=O)=O,99,68,0,12,110,95,75,88
O=C(N1CCOCC1)C1(c2ccc(Cl)cc2)CCCC1,107,88,1,13,96,92,92,104
C=CCn1c(SCC(=O)NC2CCCCC2)nnc1-c1cccnc1,96,101,0,0,97,103,97,105
O=C(NC(=S)NCCN1CCOCC1)c1ccccc1Br,94,104,0,3,103,112,115,98
COC(=O)c1cc2ccsc2n1CC(=O)NCC1CCCO1 (stereo unspecified),83,107,0,0,99,102,105,95
Cc1ccc(NC(=O)CN(C)C(=O)COc2c(Cl)cc(Cl)c3ccc(C)nc23)cc1,89,99,6,-16,93,106,98,102
COc1ccccc1N1Cc2ccccc2C1,89,103,5,-32,103,100,107,96
CC(=O)NCCc1ccc(C(=O)COC(=O)c2cccn2C)cc1,88,99,2,0,92,100,102,99
N#CC1=C(N)N2C(=C(C#N)C13CCCC3)Nc1ccccc12,94,98,0,9,97,101,103,104
c1ccc(CCN=C2CCCc3c2[nH]c2ccccc32)cc1,106,90,1,0,115,98,103,98
COC(=O)[C@H](CCSC)NC(=O)NCc1cccs1,130,100,1,14,96,100,98,99
Cc1ccccc1NC1=C(Cl)C(=O)OC1OC(C)C (stereo unspecified),97,92,0,-3,97,97,·,98
COc1ccccc1C(=O)C1CCCN(C(=O)CCn2cnnn2)C1 (stereo unspecified),102,106,0,-2,104,102,107,103
Cn1c(=O)[nH]c(NCCc2ccc(O)cc2)c([N+](=O)[O-])c1=O,119,111,0,-25,109,106,116,104
O=c1[nH]c2ccccc2n1C1CCCCC1,112,93,0,17,103,99,95,107
CC(C)C(=O)Nc1ccc(C(=O)Nc2ccc(S(=O)(=O)N3CCOCC3)cc2)cc1,95,109,0,3,98,109,106,113
O=C(/C=C/c1cccs1)NC1CC1,108,96,0,4,92,92,92,91
COc1ccc(C)cc1NC(=O)CSc1nnc(CC(=O)Nc2ccccc2F)n1C,81,103,0,-7,114,100,109,113
S=c1[nH]nc(-c2ccccc2)n1C1C=CCCC1 (stereo unspecified),85,81,2,4,90,98,99,99
CCS(=O)(=O)c1ncc(Cl)c(C(=O)Nc2ccc(S(=O)(=O)N(C)c3ccccc3)cc2)n1,108,86,0,-7,84,88,85,95
COc1ccc(C(=O)N2CCc3ccccc32)cc1,83,102,0,4,102,99,110,107
Cc1ccc(-c2nc(N)n(C(=O)c3cccnc3)n2)cc1,96,102,0,8,107,102,99,99

# Bioassay records (PubChem)
